ADAM17 inh: ADAM17 inhibition, QFRET primary screen; P78536; actives 0.83% (n = 370,000); inhibition, % at 6.95 µM; recombinant ADAM17, EDANS/DABCYL FRET peptide cleavage; AID 720648;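 active = inhibition above the mean of compounds lying between control limits plus 3 SD, set per campaign, cut at about 8.5% in these data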;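 also: 0% = DMSO-only wells as the low control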
PLC-gamma1 inh: PLC-gamma1 (human) inhibition, primary screen. P19174. purified PLC-gamma1, fluorogenic substrate, fluorescence. actives 0.84% (n = 370,000). inhibition, % at 12.2 µM. AID 720700; in the data active = inhibition above about 9.5%
PLC-beta3 inh: PLC-beta3 (human) inhibition, primary screen; Q01970; Purified PLC-beta3, fluorogenic substrate, fluorescence; inhibition, % at 12.2 µM; actives 0.18% (n = 370,000); AID 720704; in the data active = inhibition above about 11%;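 also: 0% = median of compound wells on plate and 100% = full blocker control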
SIAE primary: blocks human sialic acid acetylesterase. Q9HAT2. SIAE FP-Rh probe binding, fluorescence polarization. inhibition, % at 9.66 µM. actives 0.69% (n = 370,000);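 active = inhibition above a cutoff: mean of compounds within the control limits plus 3 SD of those, cut at about 17% in these data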;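 also: 0% = plate median of compound wells and 100% = probe without SIAE protein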
Target sequence (Q9HAT2 whole entry, looked up): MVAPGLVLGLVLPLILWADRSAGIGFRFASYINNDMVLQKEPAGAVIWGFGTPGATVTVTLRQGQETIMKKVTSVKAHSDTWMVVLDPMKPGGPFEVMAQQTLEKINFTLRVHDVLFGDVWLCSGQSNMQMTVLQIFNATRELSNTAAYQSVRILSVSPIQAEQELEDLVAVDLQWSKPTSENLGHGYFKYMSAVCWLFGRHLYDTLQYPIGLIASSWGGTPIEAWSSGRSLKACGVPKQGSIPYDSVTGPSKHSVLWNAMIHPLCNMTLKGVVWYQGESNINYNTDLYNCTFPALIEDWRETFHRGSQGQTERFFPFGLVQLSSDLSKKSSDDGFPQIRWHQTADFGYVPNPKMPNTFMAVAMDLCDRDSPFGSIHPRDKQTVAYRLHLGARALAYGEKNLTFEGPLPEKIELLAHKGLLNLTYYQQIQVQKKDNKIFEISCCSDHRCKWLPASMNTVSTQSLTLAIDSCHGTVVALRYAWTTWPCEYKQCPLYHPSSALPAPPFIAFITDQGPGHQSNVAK
ARFGAP1 inh: inhibits rat ARF GTPase activating protein 1. Q62848. Arfgap1-stimulated ARF1 GTP hydrolysis, GDP FP detection. inhibition, % at 16.5 µM. actives 0.26% (n = 360,000);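 active = inhibition above a per-plate limit, mean inhibition of low control wells plus 3 SD, cut at about 25% in these data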;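 also: 0% = DMSO wells with enzyme and 100% = wells lacking Arfgap1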
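Material: rat Arfgap1 GAP domain (His6, aa 1-136), purified enzyme. Also added: human ARF1(Δ1-17)-GTP substrate. Compound dosing: 16.5 µM single point, 1.26% DMSO. Timing: enzyme reaction 120 min at 25 °C after 20 min preincubation. Signal: GDP detection by fluorescence polarization. Read-out basis: percent inhibition of GAP-stimulated GDP formation, scaled between DMSO and no-Arfgap1 medians.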
ADAM10 inh: inhibitors of human ADAM10. recombinant ADAM10, EDANS/DABCYL FRET peptide cleavage, 3 h. actives 0.62% (n = 370,000). inhibition, % at 7 µM. O14672;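 active = inhibition above a per-campaign cutoff equal to the mean of compounds falling between control-based bounds plus 3 SD, cut at about 20% in these data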;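 also: 0% = DMSO wells while the 100% control is not disclosed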
Target sequence (O14672 214-748 limits assumed): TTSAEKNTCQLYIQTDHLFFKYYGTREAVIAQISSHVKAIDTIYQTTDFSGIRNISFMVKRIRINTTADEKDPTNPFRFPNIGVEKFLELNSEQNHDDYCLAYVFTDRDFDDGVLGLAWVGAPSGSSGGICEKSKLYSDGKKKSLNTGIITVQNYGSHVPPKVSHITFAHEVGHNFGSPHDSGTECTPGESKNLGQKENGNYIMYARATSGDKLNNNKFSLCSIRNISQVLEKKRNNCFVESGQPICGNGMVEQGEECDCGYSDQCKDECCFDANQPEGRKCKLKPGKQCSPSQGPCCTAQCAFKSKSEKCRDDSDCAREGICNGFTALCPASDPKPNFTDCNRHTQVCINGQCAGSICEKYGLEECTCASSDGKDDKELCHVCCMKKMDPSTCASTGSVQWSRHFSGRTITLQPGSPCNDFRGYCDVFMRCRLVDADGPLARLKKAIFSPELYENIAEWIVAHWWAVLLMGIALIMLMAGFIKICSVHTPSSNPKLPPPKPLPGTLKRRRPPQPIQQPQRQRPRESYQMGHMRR
TDP2 inh: TDP2 (human) inhibition, absorbance primary screen; actives 0.34% (n = 370,000); recombinant TDP2, T5PNP hydrolysis, p-nitrophenol absorbance 415 nm; O95551; inhibition, % at 12.8 µM; AID 720702;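 active = inhibition above the mean of all tested compounds plus 3 SD, set per campaign, cut at about 25% in these data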;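 also: 0% = DMSO with enzyme and 100% = buffer with substrate but no TDP2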
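System: recombinant human TDP2 / Amount: 120 nM TDP2 per well / Also added: 5 mM T5PNP chromogenic substrate / Doses: 12.8 µM single point, 1% DMSO / Incubation: 2 h at 37 °C / Detection: p-Nitrophenol epi absorbance / Evaluation: % inhibition relative to enzyme-containing and enzyme-free wells / Repeats: singlicate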
DDE Tn7 FP inh: DD(E)-Tn7 binding inhibition, primary FP screen; inhibition, % at 8.3 µM; FP displacement of FITC-Tn7 peptide from fibrin DD(E); 0% = median of compound wells per plate; actives 0.13% (n = 370,000);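 active = inhibition above the mean of compounds falling within the control limits plus 3 SD of them, cut at about 14% in these data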;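 also: 0% = plate median of compound wells and 100% = 10 µM Aha-Tn7 peptide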
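System: human fibrin DD(E); quantity: Fibrin-DD(E) at 2 µM final; also added: fluorescent Tn7 probe at 0.1 µM; compound dosing: single nominal test concentration of 8.3 µM per compound; schedule: 10 min preincubation, 3 h with tracer, room temperature; detection: fluorescence polarization of the labelled Tn7 tracer; repeats: one replicate per compound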
Tn6 DDE FP: DD(E)-Tn6 binding inhibition, primary FP screen; actives 0.21% (n = 370,000); P02675; Fibrin DD(E) TRITC-Tn6 fluorescence polarization displacement; inhibition, % at 8.3 µM;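 active = inhibition above a per-campaign cutoff: mean of compounds within control limits plus 3 SD, cut at about 15% in these data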;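 also: 0% = median of all compound wells on the plate and 100% = blocking peptide control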
ASAP1 inh: blocks human ASAP1-stimulated Arf1 GTP hydrolysis. GDP FP detection. inhibition, % at 16.5 µM. Q9ULH1. actives 0.19% (n = 360,000); in the data active = inhibition above about 25%;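 also: 0% = vehicle with enzyme and substrate and 100% = no enzyme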
The depositor's hits bear a star; · = no result given.

ADAM17 inh | PLC-gamma1 inh | PLC-beta3 inh | SIAE primary | ARFGAP1 inh | ADAM10 inh | TDP2 inh | DDE Tn7 FP inh | Tn6 DDE FP | ASAP1 inh | Structure
-4 | -4 | -11 | 1 | -4 | -2 | 7 | -11 | 8 | 5 | Cc1cc(Oc2ccc(N)cn2)ccc1Cl
4 | -10 | -14 | -103 | 3 | 7 | 8 | 6 | 0 | -4 | COc1ccccc1NS(=O)(=O)c1cc(NC(=O)c2cccs2)ccc1N1CCCCC1
6 | 1 | -2 | 17* | 27* | 20 | 0 | -2 | -5 | 7 | O=C(CCc1c[nH]c2ccccc12)Nc1ccc(Nc2ccccc2)cc1
-2 | -1 | -2 | 3 | 4 | 4 | 6 | 2 | 3 | -11 | CCc1ccccc1NC(=O)c1cccc(N2C(=O)C3C4CCC(C4)C3C2=O)c1 (stereo not drawn)
-3 | 0 | -5 | -2 | -6 | -4 | 1 | 0 | 8 | -3 | COc1ccc(-c2cc(C(=O)Nc3cc(Cl)ccc3O)no2)cc1
-37 | -439 | -493 | 6 | -5 | -114 | -19 | 2 | 13 | -2 | CCOC(=O)c1cc(C(=O)OCC)c2cccc(C)n2c1=O
-1 | 7 | -2 | -4 | -4 | 4 | -9 | -7 | -4 | -1 | O=C(COC(=O)CN1C(=O)NC2(CCCC2)C1=O)Nc1c(Cl)cccc1C(F)(F)F
-1 | 1 | 2 | 13 | -7 | -1 | 9 | 8 | 5 | -6 | CN1C(=O)c2ccccc2Cc2c(NCc3ccccc3)ncnc21
-3 | 0 | 0 | 13 | -2 | -16 | -12 | 1 | 3 | 13 | O=C(NC1CCCC1)C(c1ccccc1)N(Cc1ccco1)C(=O)Cc1cccs1 (stereo not drawn)
-3 | 1 | 1 | -4 | 11 | -7 | -2 | -4 | 3 | 1 | CC1(C(=O)NCc2ccncc2)Cc2c(-c3cccc(C(F)(F)F)c3)ccnc2O1 (stereo not drawn)
-2 | -1 | -5 | 0 | 9 | -6 | 6 | 0 | 9 | 14 | CCN(CC(=O)NCc1cccs1)C(=O)c1ccc(S(=O)(=O)Nc2ccccc2F)cc1
-2 | 1 | -1 | -2 | 0 | -2 | -3 | -2 | 0 | -1 | COc1cc(CNCCSc2nnnn2C)cc(Br)c1OCc1ccc(F)cc1
6 | 5 | 7 | -12 | -5 | 1 | -15 | -2 | -2 | 6 | Cc1ccc([N+](=O)[O-])cc1N/C=C1\CCc2ccccc2C1=O
-4 | 1 | 0 | -2 | -4 | -7 | 1 | -3 | 0 | -8 | CC(=O)N1CC2(CC(c3ccccc3F)=NO2)CN1c1ccc(Cl)cc1 (stereo not drawn)
-2 | 0 | -5 | 3 | 15 | -4 | 0 | 1 | 5 | -11 | CCOc1cc(NC(=O)c2ccccn2)c(OCC)cc1NC(=O)CC(C)C
2 | 0 | -9 | 3 | 9 | -9 | -4 | -2 | 4 | 1 | CC(=O)OC1C(=O)N(Cc2ccccc2)C1c1ccc(C)cc1 (stereo not drawn)
-7 | -2 | -13 | 5 | 5 | -2 | 4 | 1 | -6 | 0 | COc1ccc(CN2CCNC(=O)C2CC(=O)NCCCC2CCCC2)c(F)c1 (stereo not drawn)
-3 | 0 | 1 | 2 | -11 | 0 | -4 | 7 | 0 | 3 | O=C(/C(=N\O)n1cncn1)c1ccc(Cl)cc1Cl
1 | -4 | -6 | -4 | 12 | -3 | 22 | -9 | 0 | -5 | CN(C)NC(=O)c1cccc(Cl)c1
0 | -1 | 0 | -2 | 6 | 3 | -2 | 1 | -6 | 3 | COc1ccccc1C(c1nnnn1CC1CCCO1)N1CCN(c2ccccc2)CC1 (stereo not drawn)
0 | -2 | 4 | 4 | 4 | 9 | -10 | -6 | 4 | -10 | CCC1CCCCN1C(=O)CSc1nc2c([nH]c3ccccc32)c(=O)n1C (stereo not drawn)
4 | -1 | -5 | 2 | 10 | 0 | -1 | -4 | 3 | 9 | COc1cc(C2C(C(=O)c3sc(C)nc3C)=C(O)C(=O)N2CCN(C)C)cc(OC)c1OC (stereo not drawn)
1 | 3 | 5 | 11 | 7 | 2 | -12 | 0 | -6 | 2 | Cc1ccc(/C=C/C(=O)NC2=NCCS2)cc1
2 | -2 | 2 | -3 | 1 | 4 | -2 | 3 | -1 | 8 | CCCCn1c(N)c(N(CC(C)C)C(=O)CCCSc2nncs2)c(=O)[nH]c1=O
-4 | 2 | 3 | 9 | -1 | 4 | -3 | 0 | 3 | 6 | c1ccc2c(c1)ncn2CCn1cnc2ccccc21
-2 | -3 | -4 | 4 | · | -13 | -1 | 5 | -1 | · | CC(=O)O[C@@]1(C(C)=O)CCC2[C@H]3C=C(C)C4=CC(=O)CC[C@@]4(C)C3CC[C@]21C (stereo partly drawn)
-2 | 0 | 0 | 6 | 2 | -8 | -4 | -5 | -1 | 7 | COc1ccc(-c2noc(CCC(=O)O)n2)cc1
-3 | 2 | -1 | 4 | 1 | -19 | 3 | -7 | 1 | -4 | CC(C)Oc1cccc(NC(=O)C2(C)CCCN(C)C2)c1 (stereo not drawn)
-4 | -2 | -3 | 6 | 10 | -17 | 1 | 0 | 2 | 6 | COc1ccc(/C=N/n2cnnc2SCCO)cc1OC
-3 | 0 | -7 | -2 | 1 | 6 | 0 | 1 | 12 | 9 | Cc1[nH]nc(SCC(=O)N2CCOCC2)c1[N+](=O)[O-]

Later entries
ADAM17 inh | PLC-gamma1 inh | PLC-beta3 inh | SIAE primary | ARFGAP1 inh | ADAM10 inh | TDP2 inh | DDE Tn7 FP inh | Tn6 DDE FP | ASAP1 inh | Structure
0 | 3 | 1 | -8 | -1 | -1 | -16 | -7 | 8 | 1 | Nc1nc2cc(Cl)c(Br)cc2o1
0 | -2 | 2 | 4 | 3 | 2 | 4 | -8 | 1 | 15 | Cc1cc(C(=O)CCC(=O)N2CCN(c3ccccc3F)CC2)c(C)s1
1 | 0 | 0 | 0 | -5 | 3 | 12 | 7 | 8 | -15 | CCN(CC(=O)Nc1ccccc1C(=O)OC)S(=O)(=O)c1ccc(OC)cc1
-1 | 0 | 4 | -3 | 3 | 7 | -7 | 2 | 1 | -2 | CCCCc1nc(Cl)c(CO)n1Cc1ccc(-c2ccccc2-c2nn[nH]n2)cc1
-3 | -2 | 1 | 1 | -2 | 1 | 3 | 4 | 0 | -16 | Cc1cccc(-n2nc([N+](=O)[O-])c(=NCc3cccnc3)n2O)c1
0 | 7 | 6 | -2 | -1 | -1 | -2 | -4 | -2 | -5 | CCC(C)C(=O)Nc1nccs1 (stereo not drawn)
-1 | -2 | -10 | 7 | 0 | 1 | 11 | 1 | -1 | -5 | Cc1ccccc1/C=N/N1C(=O)CSC1=S
2 | 0 | -4 | -2 | 4 | -10 | 13 | 0 | 3 | -7 | COc1ncnc(OC)c1S(=O)(=O)Nc1ccc(C(F)(F)F)cc1
-2 | 3 | 1 | 8 | 5 | -3 | 5 | -4 | 5 | -2 | O=C(O)C(CCCCN1C(=O)c2ccccc2C1=O)N1C(=O)c2ccccc2C1=O (stereo not drawn)
0 | 1 | 0 | -2 | -12 | -8 | -12 | -9 | -4 | 9 | CC(=O)Nc1cccc(-c2nnc(SCC(=O)n3c4c(c5ccccc53)CCCC4)n2C)c1
-3 | 2 | 3 | 1 | 8 | -1 | -2 | -1 | 4 | 11 | CCOC(=O)[C@]12CCCC=C1N(Cc1ccco1)C(=O)[C@H](CC(=O)NCc1ccc(OC)c(OC)c1)C2
3 | 9 | 0 | -13 | 8 | 3 | -14 | -2 | 3 | -2 | O=C(COC(=O)c1cccs1)Nc1cccc(S(=O)(=O)NC2=NCCCCC2)c1
0 | 1 | 3 | -1 | -1 | 3 | 8 | -3 | -1 | 4 | Cc1ccc(-n2nnnc2C(Cl)c2nnnn2-c2ccc(C)cc2)cc1
-5 | -8 | -12 | 3 | 15 | -4 | 7 | 6 | 13 | -1 | CC(C)n1cnc2c(N(C)c3cccc(Cl)c3)nc(N(CCO)CCO)nc21
0 | 1 | 1 | 1 | -9 | 3 | 1 | 2 | -6 | -7 | COCCNC(=O)c1cccc(NS(=O)(=O)c2cccc3cccnc23)c1
-2 | 1 | 4 | 8 | 7 | 0 | -3 | -5 | -3 | -7 | COc1ccc(OC)c(N(CC(=O)NCCSc2ccccc2)S(C)(=O)=O)c1
-5 | 0 | -1 | 4 | -2 | 2 | 4 | 6 | -6 | 5 | S=C(Nc1ccccc1)N1CCN(c2ccccn2)CC1
2 | 0 | 5 | 0 | 6 | -1 | 9 | -3 | 7 | -12 | Cc1cc(C)cc(NC(=O)Cc2ccc(NC3=NC4CS(=O)(=O)CC4S3)cc2)c1 (stereo not drawn)
-1 | 2 | -2 | 1 | 7 | 1 | 6 | -5 | 4 | 8 | COc1ccc(OC)c(CC(NC(C)=O)C(=O)NC2CCN(c3nnnn3-c3ccccc3)CC2)c1 (stereo not drawn)
-2 | 0 | -1 | -1 | 10 | -11 | 2 | 5 | -2 | -5 | CCOc1ccc(NC(=O)n2ncc3c(C)cccc32)cc1
1 | 1 | -1 | 2 | 8 | 2 | -8 | 7 | -2 | 15 | O=C(CSc1nnc(-c2cccs2)n1Cc1ccco1)c1ccc2c(c1)OCO2
-3 | -1 | 0 | 7 | -7 | -1 | 12 | 5 | -3 | 1 | CCOC(=O)C1=CN(Cc2ccco2)S(=O)(=O)N(CC)C1c1ccccc1 (stereo not drawn)
-6 | -1 | -3 | 1 | -5 | -2 | 8 | 4 | 0 | 6 | O=C(Nc1ccc(S(=O)(=O)Nc2ncccn2)cc1)c1cnc(Cl)c(Cl)c1
-2 | 1 | 3 | -3 | 0 | -3 | -5 | 2 | 2 | 1 | Cc1ccc(C(=O)NCCSC(C)(C)C)cc1

Fetched by structure from the entries so far (3):
ADAM17 inh | PLC-gamma1 inh | PLC-beta3 inh | SIAE primary | ARFGAP1 inh | ADAM10 inh | TDP2 inh | DDE Tn7 FP inh | Tn6 DDE FP | ASAP1 inh | Structure
-5 | -8 | -12 | 3 | 15 | -4 | 7 | 6 | 13 | -1 | CC(C)n1cnc2c(N(C)c3cccc(Cl)c3)nc(N(CCO)CCO)nc21
1 | 0 | 0 | 0 | -5 | 3 | 12 | 7 | 8 | -15 | CCN(CC(=O)Nc1ccccc1C(=O)OC)S(=O)(=O)c1ccc(OC)cc1
0 | 7 | 6 | -2 | -1 | -1 | -2 | -4 | -2 | -5 | CCC(C)C(=O)Nc1nccs1 (stereo not drawn)

One compound at a time (already shown). Order of values: ADAM17 inh	PLC-gamma1 inh	PLC-beta3 inh	SIAE primary	ARFGAP1 inh	ADAM10 inh	TDP2 inh	DDE Tn7 FP inh	Tn6 DDE FP	ASAP1 inh
CN(C)NC(=O)c1cccc(Cl)c1 across the screens: 1	-4	-6	-4	12	-3	22	-9	0	-5
Cc1ccc(C(=O)NCCSC(C)(C)C)cc1 across the screens: -2	1	3	-3	0	-3	-5	2	2	1

Screening results (PubChem)
